NOD2 inhibition – NOD2 signaling inhibitors, cell-based, luminescence, uHTS, HEK293 (AID 1566). HEK293 NOD2/NF-kB luciferase reporter, luminescence; higher % means a stronger effect. 290,000 compounds, 0.63% hits. inhibition, % at 4 µM, or EC50 in µM where a hit was titrated; in the data active = inhibition above about 50%; note: many of its hits are not listed in these tables
Ins promoter up – MIN6 insulin promoter up-regulation; AID 1625; MIN6 insulin promoter-GFP reporter, high-content imaging; stronger effect = higher value; z-score at 5 µM; 190,000 compounds, 0.3% hits;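 active = z-score above 3 at 5 µM with at least 500 cells counted in the well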
WT yeast gro inh – growth inhibition of WT yeast, mitochondrial fusion screen. inhibition, % at 10 µM. 190,000 compounds, 2.1% hits. mitochondrial fusion phenotypic screen, WT strain; in the data active = inhibition above about 58%; tested in S. cerevisiae
Lipid droplet – hepatic lipid droplet formation modulation. AML12 mouse hepatocytes, oleate lipid droplets, BODIPY imaging. inhibition, % at 6.5 µM. 240,000 compounds, 0.4% hits. AID 1656;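 active = lipid droplet intensity inhibited by at least 50%, with more than 500 cells counted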
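Material: mouse AML12 hepatocyte cell line, fixed after treatment; Timing: compound with oleate, overnight; Technique: high-content imaging of BODIPY-stained droplets and DAPI nuclei; Probe or stimulus: oleate, 100 µM final; Dosing: compound at 6.5 µM only.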
b-catenin transl – modulators of beta-catenin nuclear translocation. HeLa beta-catenin nuclear translocation, immunofluorescence imaging. nuclear translocation activity, % at 5 µM. 190,000 compounds, 0.3% hits. AID 1665;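 active = nuclear translocation activity above 50% at 5 µM, with a well cell count of 50 or more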;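 note: per-cell ratio of nuclear to cytoplasmic median beta-catenin stain intensity; plate controls were DMSO negative control for no effect and GSK-3 inhibitor IX positive control for full effect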
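Test system: human HeLa cells, native beta-catenin. Compound dosing: 5 µM primary single dose, 0.1% DMSO, 0.02–20 µM confirmation series. Incubation: compound exposure 24 h at 37°C. Detection: beta-catenin immunostaining with DAPI counterstain, 20x imaging, 6 fields/well. Read-out basis: Nuclear/cytoplasmic beta-catenin signal ratio, % activation.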
Dynein cargo inh – blocks dynein driven cargo transport along microtubules. 3617.4 mouse cells, GR-EGFP nuclear translocation imaging; test concentration mostly 20 µM; stimulated with dexamethasone, 1 µM; stronger effect = lower value. 220,000 compounds, 0.47% hits. z-score, hits read low. AID 1381;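 active = plate z-score of nuclear minus cytoplasmic receptor signal below a set negative limit, without overly bright fluorescence or cell loss, cut at about -3.5 in these data, passing the limit was not always enough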;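 note: z-score of nuclear minus cytoplasmic ring GR-EGFP intensity difference per well; some compounds called inactive have numbers as strong as hits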
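Buffer or medium: tet-free, stripped-serum medium; reagent: dexamethasone at 1.0 µM final, 30 min; incubation: 48 h induction, 1 h compound, 30 min dex at 37 °C; measured by: formaldehyde fixation, Hoechst nuclear stain, 10x automated fluorescence imaging; read-out: nuclear-to-cytoplasmic GR-EGFP distribution per well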
Yfh1-off respiration – enhancers of respiration in Yfh1-depleted yeast, dose response, Friedreich's ataxia, plus single-dose screen (AID 1465). S. cerevisiae Yfh1-off respiration, WST-1 reduction, 72 h; higher fold induction means a stronger effect. one-dose fold induction at 50 µM; EC50 in µM for titrated hits. 220,000 compounds, 0.074% hits;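 active = fold induction of absorbance versus untreated yeast above a set limit, then at least 30% activation at any dose in follow-up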;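 note: activators that raise dye reduction in frataxin-depleted yeast; strong numbers were not always called active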
MT stabilizer – microtubule stabilizers in HeLa cells; HeLa tubulin immunostaining HCS, 24 h; share of cells brighter than vehicle mean+2SD; % tubulin-high responders, % at 10 µM; 200,000 compounds, 0.83% hits;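 active = plate Z-score above 3 for both tubulin-high and condensed-nucleus cell shares, with cell loss under 80%, at 10 µM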;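 note: anti alpha tubulin signal scored within the nucleus-defined area of each cell; some results filed as inactive read as strong as hits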
Autophagy HCS – modulators of autophagy | MEF GFP-LC3 puncta imaging; test concentration mostly 10 µM | calls only at 10 µM (by protocol) | 190,000 compounds, 0.98% hits;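 active = percentage of spot-positive cells more than 3 SD above its plate mean, without a fluorescence outlier flag or 80% toxicity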;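 note: spot-positive cell cutoff set from DMSO-treated cells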
WT yeast gro inh mutant strain – further read-out of WT yeast gro inh, marked with its call; inhibition, %; mitochondrial fusion phenotypic screen, mutant strain inhibition
Dynein cargo inh cytoplasmic EGFP – second read-out of Dynein cargo inh, no call of its own (marks repeat the call); z-score; measured here: cytoplasmic GR-EGFP intensity; stronger effect = higher value
Dynein cargo inh nuclear GR-EGFP – recorded beside Dynein cargo inh, whose call it bears; z-score; measured here: nuclear GR-EGFP intensity;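 lower value marks the stronger effect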
Dynein cargo inh cell count – further read-out of Dynein cargo inh, marked with its call; z-score; measured here: cell count per field
Ins promoter up cell count – second read-out of Ins promoter up, no call of its own (marks repeat the call); cell count; measured here: cytotoxicity, nuclei count;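 total cells summed across four imaged fields per well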
Lipid droplet cells 6.5 µM – further read-out of Lipid droplet, marked with its call; cell count; measured here: cell count, cytotoxicity flag;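 cells counted across two imaged fields per well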
b-catenin transl cell count 5 µM – also measured in b-catenin transl; calls as there; cell count; measured here: cell count, cytotoxicity flag
MT stabilizer Hoechst-high % – also measured in MT stabilizer; calls as there; % Hoechst-high responders; measured here: nuclear condensation Hoechst responders;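 share of cells brighter than vehicle mean plus two SD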
MT stabilizer cytotoxicity % – also measured in MT stabilizer; calls as there; toxicity, %; measured here: cytotoxicity by cell density;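 0% = mean cell density of plate MIN control wells and 100% = no cells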
Autophagy HCS cell loss 18 h – second read-out of Autophagy HCS, no call of its own (marks repeat the call); toxicity, %; measured here: cell loss, nuclei count;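 cell loss after 18 h compound exposure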
* hit, by the source's call; i = inactive; . = not tested or not shown. Some of the compounds tested; count on the stated rates, not on these rows.

SMILES	NOD2 inhibition	Ins promoter up	Ins promoter up cell count	WT yeast gro inh	WT yeast gro inh mutant strain	Lipid droplet	Lipid droplet cells 6.5 µM	b-catenin transl	b-catenin transl cell count 5 µM	Dynein cargo inh	Dynein cargo inh cytoplasmic EGFP	Dynein cargo inh nuclear GR-EGFP	Dynein cargo inh cell count	Yfh1-off respiration	MT stabilizer	MT stabilizer Hoechst-high %	MT stabilizer cytotoxicity %	Autophagy HCS	Autophagy HCS cell loss 18 h
O=c1[nH]cnc2c1c(-c1ccccc1)cn2-c1ccc(F)cc1	3.8%	-0.34	1335	9.1	16.4	5.6	623	2.5	549	-0.322	-0.23	-0.0688	0.521	i	3.7	3.0	0.0	i	-0.5
CN(CCOC(=O)/C=C/c1ccco1)Cc1ccccc1	5.7%	0.28	1500	-8.9	-30.1	0.5	745	1.2	1016	-0.157	0.26	0.283	0.679	i	4.0	1.1	0.6	i	-3.8
c1ccc(Cn2cnc3ccccc32)cc1	5.2%	.	.	-8.1	8.8	-19.4	752	-1.6	1219	-0.23	-0.264	-0.0455	1.25	i	2.2	2.6	6.0	i	18.1
O=C(Cc1cccs1)N1CCCC(c2nc3c(nnn3Cc3ccccc3Cl)c(=O)[nH]2)C1 (stereo not drawn)	4.9%	-1.67	1064	-3.0	-5.5	-7.7	790	1.0	1102	-0.329	-0.204	0.313	-0.182	i	4.5	2.0	11.0	i	-23.7
CC(C)COc1ccc(C(=O)Nc2ccc([N+](=O)[O-])cc2)cc1	-15.4%	-1.18	1287	-8.7	6.4	-1.3	687	0.5	1557	-0.454	0.0984	0.106	0.307	i	4.9	3.1	5.8	i	14.6
CC(NC(=O)c1cccs1)C(c1cccs1)N1CCOCC1 (stereo not drawn)	12.2%	-0.06	1172	-1.2	-2.9	-0.9	754	0.7	976	0.184	-0.231	0.227	-0.461	i	4.2	1.9	8.6	i	0.3
CC1NC(=S)N(C2CCCCC2)C1=O (stereo not drawn)	3.9%	-0.19	1334	-2.4	-10.0	5.2	705	-0.2	1112	-0.121	-0.196	-0.452	0.407	i	1.6	1.5	3.4	i	13.1
N#CC1(NC(=O)COc2ccc3oc4ccccc4c3c2)CCCCC1	-4.9%	-0.01	1351	3.1	8.2	-28.2	602	-0.3	1097	1.25	0.00861	1.04	-1.71	i	5.4	1.6	4.0	i	7.0
CCCn1c(=O)n(C)c(=O)c2c(SCC(=O)NC34CC5CC(CC(C5)C3)C4)nc(CC(C)C)nc21	-18.8%	0.04	1455	21.2	-9.9	14.6	672	-0.8	1125	-0.741	-0.235	-0.203	3.19	i	7.9	2.3	9.7	i	-1.5
O=C(O)CCc1nn2cnc3sc4c(c3c2nc1=O)CCCC4	6.6%	-0.39	1010	-0.1	-68.1	-8.7	722	-9.9	1396	-0.552	-0.0546	0.0986	0.25	i	2.1	1.5	5.1	i	38.7
CCn1c(N)c(C(N)=O)sc1=S	13.6%	0.01	1188	13.6	14.0	25.4	661	.	.	-0.768	-0.199	-0.194	0.0147	i	2.1	2.4	8.0	i	-0.5
Nc1ncnc(Nc2ccc(F)cc2)n1	2.7%	1.25	1293	-7.4	-8.2	1.4	651	-2.2	447	-0.509	-0.024	0.36	-0.55	i	0.6	1.9	1.6	i	-5.2
CC1CCc2nc(NC(=O)c3cc(C(C)(C)C)nn3C)sc2C1 (stereo not drawn)	34.9%	-2.16	866	.	.	-34.6	621	0.0	1289	-0.781	-0.204	0.315	-0.383	i	.	.	.	.	.
COc1ccc2c(C)cc(SCn3nnc4ccccc4c3=O)nc2c1	7.0%	-0.66	1372	8.4	8.7	-15.6	588	-1.1	1004	0.0563	-0.258	-0.116	-0.0215	i	4.3	7.9	2.9	i	35.5
Cc1onc(-c2ccccc2)c1C(=O)Nc1cccnc1	11.7%	1.14	1410	0.6	3.3	.	.	-9.2	1020	-0.382	-0.192	0.266	-0.354	i	5.1	2.1	8.5	i	-7.3
CC1CC(C)CN(C2CCN(Cc3cccnc3)CC2)C1 (stereo not drawn)	-9.3%	-0.46	922	63.3*	-5.1*	14.1	916	-3.3	1228	-0.0682	-0.205	0.585	-0.28	i	2.0	0.9	7.6	i	4.3
Clc1ccccc1-c1csc(Nc2cccnc2)n1	-65.6%	-1.29	1349	.	.	2.4	606	1.4	1038	0.182	-0.233	0.0832	-0.221	i	.	.	.	.	.
Cc1cc(C)nc(SC2CCOC2=O)n1 (stereo not drawn)	1.9%	-0.18	1249	-0.1	0.1	-1.3	768	-3.0	1206	-0.186	-0.245	-0.0714	0.365	i	2.8	2.2	5.4	i	-4.4
COC(=O)C1C(=O)C=C(Nc2ccc(F)cc2F)CC1c1ccccc1 (stereo not drawn)	-5.0%	0.65	1495	-3.8	4.5	6.8	667	-1.2	1083	-0.0697	-0.239	0.261	-0.19	i	1.7	1.9	7.2	i	-19.3
CCOC(=O)c1cnc2ccc(C)cc2c1Nc1ccc(N2CCOCC2)cc1	4.5%	0.03	1924	42.9	25.3	-10.0	650	-1.8	1110	-1.15	-0.163	-0.644	0.127	i	2.0	0.9	4.9	i	-32.3
O=C(CC12CC3CC(CC(C3)C1)C2)N/N=C\c1ccc[nH]1	1.9%	0.1	1257	-2.4	5.7	-6.6	721	0.3	1098	-0.376	0.00419	-0.402	0.189	i	2.1	2.6	8.1	i	17.9
CC(=O)Nc1ccc(N2CCN(C(C)=O)CC2)cc1	6.7%	0.69	1264	-28.7	5.2	.	.	0.0	820	-0.241	-0.187	0.088	0.293	i	5.5	2.5	12.2	i	-9.6
CC1C/C(=N\NC(=S)NC(C)C)CC(C)(C)C1 (stereo not drawn)	9.4%	.	.	65.0*	64.1*	-8.0	758	-1.2	1244	-0.814	-0.296	-0.136	0.757	i	1.7	0.8	5.2	i	-4.7
COc1ccccc1CNC(=O)C(C)Sc1ccc(C)cc1 (stereo not drawn)	14.4%	.	.	-3.6	-4.1	-17.4	658	-1.8	995	-0.973	-0.282	-0.295	0.542	i	2.3	2.4	4.6	i	-7.7
CC(C)(C)n1nc2c(c1NC(=O)c1ccc(Br)o1)CS(=O)C2 (stereo not drawn)	7.2%	0.42	952	-5.7	1.6	14.3	854	.	.	1.01	-0.163	0.722	-1.08	i	1.7	2.1	8.0	i	-13.0
COc1cc(-c2nnc(SCc3c(F)cccc3Cl)o2)cc(OC)c1OC	7.0%	-0.87	1208	64.1*	16.9*	-25.0	644	-0.6	1062	-0.379	-0.304	-0.0849	1.92	i	2.7	2.9	26.7	i	-9.3
CN1CCC(NC(=O)c2ccncc2)CC1	-0.1%	-0.46	1551	-0.8	0.2	3.2	661	-3.5	949	0.405	-0.208	0.9	-0.554	i	7.3	2.1	16.8	i	-0.9
O=[N+]([O-])c1ccc(Oc2cccnc2)nc1	17.0%	-0.33	1401	.	.	0.6	734	-4.3	1240	0.498	-0.255	0.215	0.0931	i	.	.	.	.	.
O=[N+]([O-])c1cc(Cl)ccc1Sc1ccccn1	3.5%	-0.65	1474	.	.	1.2	645	-0.3	1141	1.18	-0.302	0.764	-0.0774	i	.	.	.	.	.
Cc1ncsc1C(=O)NCc1ccc(N2CCCC2=O)cc1	11.1%	0.24	881	-11.2	0.1	.	.	-1.1	1189	-0.234	-0.202	0.0751	0.176	i	2.9	1.4	5.8	i	-14.6
COc1ccc(N2CCN(C(=O)CSc3nnc(-c4ccco4)n3C)CC2)cc1	-4.5%	0.08	1558	-4.9	13.2	-7.8	656	1.8	977	0.738	-0.372	0.727	-0.196	i	3.5	3.4	6.9	i	-0.6
CC(=O)NC(CCS(C)(=O)=O)C(=O)Nc1cccc(C)c1 (stereo not drawn)	-3.1%	-1.25	1869	7.4	-1.4	-5.4	689	-0.4	1079	-0.217	-0.179	-0.0131	-0.362	i	7.2	1.6	3.8	.	.
COc1ccc(-n2c(Cc3cccn3C)nnc2SCC(=O)Nc2ccccc2F)cc1	20.1%	.	.	-6.1	-5.0	10.0	672	0.2	1002	-0.00469	-0.208	0.209	0.523	i	3.1	2.2	4.3	i	13.2
CCOc1ccccc1CNC(=O)c1cc2occc2n1C	5.7%	1.29	1986	-2.9	-19.5	-9.3	617	-5.9	1098	1.43	-0.0988	0.899	-0.851	i	2.3	1.5	6.8	i	28.3
O=C(OCc1nc2scc(-c3ccccc3)c2c(=O)[nH]1)c1cccc([N+](=O)[O-])c1	-0.6%	0.63	1580	28.1	-2.0	6.0	596	-1.0	1137	-0.502	0.204	-0.431	0.387	i	5.5	3.5	1.8	i	18.4

Complete entries as entered above. Order of values: NOD2 inhibition, Ins promoter up, Ins promoter up cell count, WT yeast gro inh, WT yeast gro inh mutant strain, Lipid droplet, Lipid droplet cells 6.5 µM, b-catenin transl, b-catenin transl cell count 5 µM, Dynein cargo inh, Dynein cargo inh cytoplasmic EGFP, Dynein cargo inh nuclear GR-EGFP, Dynein cargo inh cell count, Yfh1-off respiration, MT stabilizer, MT stabilizer Hoechst-high %, MT stabilizer cytotoxicity %, Autophagy HCS, Autophagy HCS cell loss 18 h
Entry for `COc1ccc(N2CCN(C(=O)CSc3nnc(-c4ccco4)n3C)CC2)cc1` → -4.5%, 0.08, 1558, -4.9, 13.2, -7.8, 656, 1.8, 977, 0.738, -0.372, 0.727, -0.196, i, 3.5, 3.4, 6.9, i, -0.6
Entry for `COc1cc(-c2nnc(SCc3c(F)cccc3Cl)o2)cc(OC)c1OC` → 7.0%, -0.87, 1208, 64.1*, 16.9*, -25.0, 644, -0.6, 1062, -0.379, -0.304, -0.0849, 1.92, i, 2.7, 2.9, 26.7, i, -9.3
